# Casp6 inh = inhibitors of human caspase-6; P55212; purified caspase-6, Z-VEID-R110 cleavage fluorescence; 350,000 tested, 0.53% active; inhibition, % at 12.5 µM;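 active = mean inhibition across replicates at least about 35%, with every replicate also reaching that limit, limit read from the data; inconclusive = only one of the two criteria met; inactive = neither criterion met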;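 note: 0% = median of neutral control wells and 100% = no fluorescence left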
# Target sequence (P55212 24-179 limits assumed): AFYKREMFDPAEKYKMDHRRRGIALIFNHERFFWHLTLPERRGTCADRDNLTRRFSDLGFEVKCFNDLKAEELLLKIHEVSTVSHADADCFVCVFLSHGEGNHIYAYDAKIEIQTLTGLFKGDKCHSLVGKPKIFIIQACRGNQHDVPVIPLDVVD
# Target sequence (P55212 194-293 limits assumed): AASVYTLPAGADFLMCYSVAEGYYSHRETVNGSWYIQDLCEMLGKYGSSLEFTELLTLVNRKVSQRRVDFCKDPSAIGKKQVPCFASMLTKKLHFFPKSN
# SIRT5 inh = sirtuin-5 (human) deacylase inhibition. inhibition, % at 15 µM. 330,000 tested, 1.1% active. Q9NXA8. Purified SirT5, succinyl-peptide AMC, trypsin-coupled fluorescence; in the data active = inhibition above about 15%; inconclusive = no clear call, values can overlap the other calls
# miR-122 sensor = miR-122 inhibition in Huh7 cells. 340,000 tested, 0.3% active. Huh7 miR-122 Renilla luciferase sensor, 48 h; neutral wells = 0, positive control = 100. activation (reporter increase), % at 12.5 µM;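 active = mean replicate activation score at least 90 and every replicate individually at or above 90; inconclusive = only one of the two criteria met; inactive = neither criterion met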;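 note: higher luciferase means less miR-122 activity so hits act as miR-122 inhibitors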
# ERAP1 HTS inh = inhibitors of human ERAP1 aminopeptidase. recombinant ERAP1, Leu-AMC fluorescence, 60 min. inhibition, % at 10.7 µM. 340,000 tested, 0.15% active. AID 652197;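 active = mean replicate inhibition of at least 30%, or all replicates individually reaching that 30% level; inactive = mean below 30% and not every replicate reaching it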;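 note: 0% = neutral control wells and 100% = L-leucinethiol positive control wells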
# DENV2 CPE rescue = inhibitors of DENV2 cytopathic effect; DENV2-infected cells, cytopathic effect rescue, plate reader; 350,000 tested, 1.7% active; CPE inhibition, % at 9.99 µM; AID 651640; in the data active = CPE inhibition above about 20%, passing the limit was not always enough; inconclusive = no clear call, values can overlap the other calls; tested in BHK-21 cells;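 note: 0% = median of neutral control wells and 100% = median of positive control wells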
# ERp5 inh = blocks human ERp5 reductase activity on insulin. Q15084. ERp5 insulin aggregation, absorbance 650 nm, 90 min. inhibition, % at 9.99 µM. 350,000 tested, 0.05% active. AID 651711;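 active = mean replicate inhibition above about 25%, with every replicate also reaching it, limit read from the data, passing the limit was not always enough; inconclusive = only one of those two criteria met; inactive = neither criterion met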
# Target sequence (Q15084 whole entry, looked up): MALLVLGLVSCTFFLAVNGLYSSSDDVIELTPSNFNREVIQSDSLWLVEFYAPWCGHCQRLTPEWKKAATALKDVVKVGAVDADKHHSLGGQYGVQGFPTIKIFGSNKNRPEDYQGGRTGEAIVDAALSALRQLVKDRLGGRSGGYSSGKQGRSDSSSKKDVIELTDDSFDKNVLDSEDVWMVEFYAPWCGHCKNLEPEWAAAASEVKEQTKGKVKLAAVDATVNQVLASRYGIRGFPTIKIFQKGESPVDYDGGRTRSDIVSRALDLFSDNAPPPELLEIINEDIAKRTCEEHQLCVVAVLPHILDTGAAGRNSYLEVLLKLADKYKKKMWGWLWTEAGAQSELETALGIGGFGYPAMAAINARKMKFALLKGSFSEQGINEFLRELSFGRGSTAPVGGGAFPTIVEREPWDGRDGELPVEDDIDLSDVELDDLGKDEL
# F508del corr = correctors of CFTR F508del function in bronchial epithelial cells | CFBE cells, YFP halide quenching; stimulated with forskolin plus potentiator P3; % fluorescence drop versus neutral controls | activity (quench increase), % at 7.58 µM | 350,000 tested, 0.36% active | AID 720511;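 active = mean added fluorescence quench of at least 8% versus neutral control, with both replicates also reaching 8%; inconclusive = only one of the mean or replicate conditions met; inactive = mean below 8% and not both replicates reaching 8%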;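 note: cells transiently co-express mutant CFTR-F508del with the halide-sensitive YFP; corrector assay measuring rescue of mutant channel to the surface after 24 h compound exposure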
# Active calls of the source: *; ? = inconclusive; . = not tested or not shown; [ ] = remark or other dose. This is a random part of the collection; 4% or so of the library scored in one or more.
SMILES,Casp6 inh,SIRT5 inh,miR-122 sensor,ERAP1 HTS inh,DENV2 CPE rescue,ERp5 inh,F508del corr
NC(=O)[C@@H]1CCCCNc2c(I)cc([N+](=O)[O-])cc2C(=O)N[C@@H](CCC(=O)O)C(=O)N[C@@H](CO)C(=O)N1,.,.,0,19,-6,-5,-3.4
CCC(=O)N1C[C@H](C)[C@@H](OC)CN(C)C(=O)c2cc(NC(=O)NC3CCCC3)ccc2OC[C@H]1C,2,.,.,-3,43*,0,1.6
O=C(C[C@@H]1C[C@H]2c3cc(NC(=O)c4cccnc4)ccc3O[C@H]2[C@H](CO)O1)NCc1ccc(Oc2ccccc2)cc1,-1,-1,0,-2,7,1,1.1
CCOC(=O)CSC1=C(C#N)C(c2ccco2)C(C(=O)OCc2ccccc2)=C(C)N1 (stereo not given),1,3,-6,6,1,0,-1.3
COc1ccc(OCCC(=O)OCC(=O)Nc2cccc(S(=O)(=O)N3CCCCC3)c2)cc1,4,-4,4,-2,10,0,1.6
OCCCN1CNC(=S)NC1,0,-2,-3,3,-6,-1,1.5
Oc1ccc(C[C@@H]2CNCCN2CC2(c3ccccc3)CC2)cc1,-8,.,-2,1,?,-3,0.6
CN1CCN(c2ccc(CNC(=O)C3Cc4c(-c5cccc(F)c5)ccnc4O3)cc2)CC1 (stereo not given),-10,-4,-2,7,-5,1,0.6
CCCCOCCCNC(=O)C[C@@H]1C[C@@]2(C(=O)OC)CC(C)(C)CC=C2N(Cc2ccccc2)C1=O,-3,9,.,1,-16,-2,-1.0
CCN1CCN(CCOc2cccc(Cl)c2Cl)CC1,-5,-5,.,1,10,-6,-0.2
Nc1nonc1-n1nnc(C(=O)N/N=C/c2ccoc2)c1CSc1ccc(Cl)cc1,-2,-20,6,-1,1,-3,-2.8
Cc1ccc(-c2ccc(/C=N/NC(=O)Cc3nnc(N)s3)o2)cc1Cl,-2,.,-3,0,-5,-3,-1.8
COc1ccc(NC(=O)N(C)C[C@@H]2Oc3c(NC(=O)c4cnccn4)cccc3C(=O)N([C@@H](C)CO)C[C@H]2C)cc1,-1,-1,-2[16.7 µM],-5,-1,3,1.1
O=C(CC1C(=O)CCCC1=O)c1ccccc1,2,-5,.,-8,9,?,0.2
O=C(COC(=O)CCCC1=NS(=O)(=O)c2ccccc2N1)Nc1ccc(Br)cc1,0,-5,5,-1,-2,1,-4.7
C/C=C1\COC(C(=O)NCc2ccncc2)(C(F)(F)F)C=C1C=C1CCCCC1 (stereo not given),1,-2,-6,-1,10,3,2.7
CCCN(C)C[C@@H]1Oc2ncc(-c3cccc(C#N)c3)cc2C(=O)N([C@@H](C)CO)C[C@H]1C,-1,0,13[16.7 µM],1,2,-8,0.0
Cc1ccc(CNC(=O)C(=O)NCC2OCCN2S(=O)(=O)c2ccc(Cl)cc2)cc1 (stereo not given),-2,4,-11,-5,?,4,2.2
Cc1cc(-c2nnc(SCC(=O)Nc3ccc(Cl)cn3)n2N)n[nH]1,-1,7,-2,0,5,.,1.4
CN1CCN(C(=O)C[C@H]2C[C@H]3c4cc(NC(=O)Nc5ccc(C(F)(F)F)cc5)ccc4O[C@H]3[C@@H](CO)O2)CC1,4,-2,-7[16.7 µM],1,-1,-1,1.5
COc1ccc(OC)c(C(Nc2ccccc2)P(=O)(OC(C)C)OC(C)C)c1 (stereo not given),2,-3,9,-1,-3,-1,-0.5
O=C(CCSc1ccc(Cl)cc1)NCc1ccccn1,-1,0,.,1,-3,1,-1.4
CCOC(=O)Nc1ccc2c(c1)N(C(=O)CN(C)C)c1ccccc1S2,0,.,-4,0,?,6,0.4
CCC(=O)N(C)C[C@H]1Oc2ncc(C#CCC3CCCC3)cc2C(=O)N([C@@H](C)CO)C[C@@H]1C,2,-4,-5[16.7 µM],6,-5,-4,-4.5
Cc1nc(C)c(C(=O)Nc2cccc(C)c2C)o1,2,1,-6,-1,-8,-7,0.1
SMILES,Casp6 inh,SIRT5 inh,miR-122 sensor,ERAP1 HTS inh,DENV2 CPE rescue,ERp5 inh,F508del corr
CCC(C)[C@H]1COCCS(=O)(=O)N1Cc1ccccc1 (stereo not given in full),-3,-1,-1,1,-6,-4,2.2
C[C@H](NC(=O)C[C@@H]1CC[C@@H]2[C@H](COC[C@H](O)CN2Cc2cc(F)ccc2F)O1)c1ccccc1,0,0,14[16.7 µM],3,3,1,-0.1
CCOc1ccc(S(=O)(=O)NC(C)C(=O)NCc2ccncc2)cc1 (stereo not given),-2,-2,-14,-1,-5,-13,2.1
COc1ccc(C2(C)NC(=O)N(CC(=O)NCc3ccccc3F)C2=O)cc1 (stereo not given),0,-4,-2,0,12,1,-2.0
Cc1noc(C)c1NC(=O)N(C)C[C@@H]1OCCCC[C@@H](C)Oc2ccc(NC(=O)Nc3cccc4ccccc34)cc2C(=O)N([C@@H](C)CO)C[C@@H]1C,0,.,.,-2,38*,1,-0.6
O=C(N/N=C1/CCSC1)c1cc(Br)ccc1O,2,6,-2,-1,0,-1,-4.2
COc1cccc(-c2cc(C(=O)Nc3ccc4c(c3)OCO4)no2)c1,-1,-10,.,-3,15,0,1.9
CC(=O)N1[C@@H]2Cn3c(ccc(-c4ccccc4)c3=O)[C@H]1[C@@H](C(=O)NCCCN1CCOCC1)[C@@H]2CO,-1,-39,.,2,?,8,-1.3
COc1cc(O)sc1C=Nc1ccc(Cl)cc1Cl,.,-3,.,-2,6,3,1.4
Cc1cc(C)c2c(C(C)(C)C)nn(-c3ccccc3)c2n1,-1,-2,-1,0,-4,0,-0.5
C[C@@H]1CN([C@H](C)CO)C(=O)c2cc(-c3cncnc3)cnc2O[C@@H]1CN(C)C(=O)CN1CCOCC1,1,-14,-7[16.7 µM],3,-4,-2,-0.2
CC(C)NC(=O)Nc1ccc2c(c1)C(=O)N([C@H](C)CO)C[C@@H](C)[C@@H](CN(C)C(=O)c1ccncc1)OCCCC[C@H](C)O2,-4,2,3[16.7 µM],-3,-2,6,1.2
CCN(CC1COc2ccccc2O1)C(=S)Nc1ccc(F)cc1 (stereo not given),4,0,17,0,-4,-1,-2.9
CCOC(=O)Cn1c(=O)c(C#N)cn(C(C)C)c1=O,0,-2,-3,2,1,-6,-2.9
CCNc1c(NC(=O)C2CCC(C)CC2)c(=O)oc2ccccc12 (stereo not given),0,.,0,-5,-1,4,2.7
COC(=O)Cc1nnn2c1[C@H](C)[C@H](c1ccccc1Br)OC[C@H](C)C2,-4,.,.,0,-2,-4,3.6
CN(CCC(=O)Nc1cc(S(=O)(=O)N(C)C)ccc1Cl)CC(=O)Nc1ccc(F)cc1,-3,-2,.,1,3,0,2.6
COc1ccc(C#Cc2ccc3c(c2)O[C@@H](CN(C)C)[C@H](C)CN([C@H](C)CO)S3(=O)=O)cc1,1,-2,-2[16.7 µM],-8,?,-1,-0.9
O=C(COC(=O)c1nc(Cl)ccc1Cl)NCc1ccc(Cl)cc1,5,-4,.,3,4,-3,1.0
CN(C)CCCNC(=O)C[C@@H]1CC[C@@H](NC(=O)c2ccccc2F)[C@H](CO)O1,-1,2,.,2,-6,-5,2.0
O=C(CCCN1C(=O)/C(=C/c2ccccc2Cl)SC1=S)N1CCCC1,2,-3,2,3,0,18,0.3
COc1ccc2[nH]c(-c3ccccc3)cc2c1,-3,-6,.,-2,0,0,-0.8
CCCCN1CC(=O)N2[C@@H]3c4cc(OC)ccc4OC[C@@H]3[C@H](C(=O)OCC)[C@]2(C)C1=O,0,-1,-1,-5,8,2,-1.7
Cc1ccc(S(=O)(=O)Nc2ccc3c(c2)C(=O)N([C@H](C)CO)C[C@H](C)[C@H](CN(C)CC2CC2)O3)cc1,-4,-3,-3[16.7 µM],0,4,6,-0.7
COc1ccc(N(CC(=O)N2CCN(C)CC2)S(=O)(=O)c2ccccc2)cc1,-2,-3,-2,0,0,2,-1.8

# One compound at a time, as listed above. Values in the order: Casp6 inh | SIRT5 inh | miR-122 sensor | ERAP1 HTS inh | DENV2 CPE rescue | ERp5 inh | F508del corr
# `CCNc1c(NC(=O)C2CCC(C)CC2)c(=O)oc2ccccc12` (stereo not given) as listed: 0 | . | 0 | -5 | -1 | 4 | 2.7
# `CCCCN1CC(=O)N2[C@@H]3c4cc(OC)ccc4OC[C@@H]3[C@H](C(=O)OCC)[C@]2(C)C1=O` as listed: 0 | -1 | -1 | -5 | 8 | 2 | -1.7

# Another view of two compounds above:
O=C(COC(=O)c1nc(Cl)ccc1Cl)NCc1ccc(Cl)cc1
  Casp6 inh: 5	SIRT5 inh: -4	miR-122 sensor: .	ERAP1 HTS inh: 3	DENV2 CPE rescue: 4	ERp5 inh: -3	F508del corr: 1.0

CN(C)CCCNC(=O)C[C@@H]1CC[C@@H](NC(=O)c2ccccc2F)[C@H](CO)O1
  Casp6 inh: -1	SIRT5 inh: 2	miR-122 sensor: .	ERAP1 HTS inh: 2	DENV2 CPE rescue: -6	ERp5 inh: -5	F508del corr: 2.0

# The main list resumes with the 3 entries that preceded the break.
SMILES,Casp6 inh,SIRT5 inh,miR-122 sensor,ERAP1 HTS inh,DENV2 CPE rescue,ERp5 inh,F508del corr
CCCCN1CC(=O)N2[C@@H]3c4cc(OC)ccc4OC[C@@H]3[C@H](C(=O)OCC)[C@]2(C)C1=O,0,-1,-1,-5,8,2,-1.7
Cc1ccc(S(=O)(=O)Nc2ccc3c(c2)C(=O)N([C@H](C)CO)C[C@H](C)[C@H](CN(C)CC2CC2)O3)cc1,-4,-3,-3[16.7 µM],0,4,6,-0.7
COc1ccc(N(CC(=O)N2CCN(C)CC2)S(=O)(=O)c2ccccc2)cc1,-2,-3,-2,0,0,2,-1.8
Cc1onc(-c2ccccc2)c1C(=O)OCc1nnc(-c2ccccc2)o1,-1,-2,-8,1,0,-2,-2.7
C#CCOCCOCCOCCNc1nc(N2CCN(C(=O)C([C@@H](C)O)n3cc([C@@H](N)CCCCN)nn3)CC2)nc(N2CCN(C(=O)C([C@@H](C)O)n3cc([C@@H](N)CCCCN)nn3)CC2)n1 (stereo not given in full),-214,-2,3,-5,.,-4,2.6
CN(C)C(=O)[C@H]1N[C@H]2c3ccc(-c4ccc(F)cc4)c(=O)n3C[C@H]2[C@@H]1CO,-2,-20,.,-1,-3,2,.
COc1ccc(OCCCCn2c(CO)nc3ccccc32)cc1,5,-3,-4,-1,3,-4,-1.0
O=C(C[C@H]1CC[C@H]2[C@@H](COC[C@@H](O)CN2S(=O)(=O)c2ccccc2)O1)NCc1ccc(-c2ccccc2)cc1,-3,3,7[16.7 µM],0,-5,-3,0.0
Cc1onc(-c2c(F)cccc2Cl)c1C(=O)O/N=C(\N)c1ccc([N+](=O)[O-])o1,3,-2,-1,4,-3,7,-1.8
COC(=O)c1cc(-c2ccc(OC)cc2)on1,3,-3,-20,-2,2,4,-0.6

# Compound activity: PubChem, Broad Institute
